Screens (PubChem BioAssay)
p53ts 39C kill = p53ts cell cytotoxicity, nonpermissive temperature; hit rate 1.5% among 130,000; Potency, µM (top dose mostly 46.1 µM), for the others: at the highest dose activity change, negative = cell killing, actives largely listed as cytotoxic; H1299-p53A138V viability at 39C, ATP luminescence, 24 h; also: nearly all actives have a fitted effect of over 55% in size
p53ts 32C kill = cytotoxicity in p53ts cells at permissive temperature; H1299-p53A138V at 32C, ATP luminescence viability, 24 h; Potency, µM (top dose mostly 46.1 µM), without a hit: at the top dose activity change, negative = cytotoxicity, hits mostly cytotoxic; hit rate 0.93% among 130,000; AID 924;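 also: 0% = DMSO and -100% = full killing by reference compound; nearly all actives have a fitted effect of over 55% in size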
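Viability by ATPlite luminescence after 24 h compound treatment (up to 46 uM) at the permissive 32C. Cells are H1299 carrying p53 A138V. Scale runs from DMSO basal to 100 uM tamoxifen as full kill; AC50 from Hill fits.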
IkB sig inh = suppresses IkB signaling in ABC-DLBCL reporter cells | ABC-DLBCL IkBa-CBG/CBR dual luciferase ratio, 4 h; response scale: scaled: untreated 0%, proteasome inhibitor 100% | Potency, µM (titrated, usually from 57.1 µM), without a hit: top-dose IkBa stabilization activation | hit rate 0.04% among 110,000; active = well fitted curve in the direction sought with a large enough effect in the signal ratio, not every such curve was filed as active; inconclusive = small, poorly fitted or top-dose-only effect, or a change in a side signal; the % refers to the signal ratio;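 also: the direction sought is a rising ratio; 0% = basal untreated cells and 100% = reference inhibitor full response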
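Luminescence ratio of IκBα-fused green versus native red beetle luciferase in OCI-Ly3 cells, 4 h post-doxycycline with compound; red signal alone, scaled from basal (0%) to zero light (-100%), flagged nonspecific or cytotoxic effects.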
Peg3 imprint = inducers of genomic imprint erasure in mouse ES cells | Potency, µM (top dose mostly 60.7 µM), for the others: at the highest dose activity change, positive = activation, usual class: activators | hit rate 0.02% among 110,000 | mouse ES Peg3-LacZ reporter, beta-gal luminescence, 40 h;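 also: 0% = negative control wells on the plate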
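Each well holds 300 Peg3LacZ-Neo (maternal) female ES cells incubated 40 h at 37C, 5% CO2. LacZ is measured by BetaGlo luminescence, with AC50 and maximum efficacy derived from dose-response curves.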
* marks the source's active call; other numbers are inactive results; ? = inconclusive; . = no result given; [ ] = dose if it differs, or a comment. Unless noted, calls follow the shape of the dose curve; as a rule, active = well fitted curve in the direction sought with a large enough effect; inconclusive = small, poorly fitted or top-dose-only effect, or another doubt; inactive = no such curve, though single readings can be large; an effect the other way counts as inactive or inconclusive. Unless noted, % is scaled to controls: 0 for no effect and ±100 for the full control effect; potency is read from the fitted curve at half-maximal effect.

mol	p53ts 39C kill	p53ts 32C kill	IkB sig inh	Peg3 imprint
Cc1c(C(=O)NCCN(C)C)oc2c1-c1nn(Cc3ccccc3Cl)cc1CC2	-2%	11%	4.2%	11%[10.9 µM]
O=C(Nc1c(C(=O)Nc2cccc(F)c2)oc2ccccc12)c1cc2ccccc2o1	?	?	?	-14%[10.9 µM]
Cc1ccc(-c2nnn(Cc3nc(N)nc(N4CCOCC4)n3)n2)cc1	5%	-6%	-1.9%	-16%
COc1cc(OC)c(-c2nn3c(-c4cccnc4)nnc3s2)cc1OC	12%	-3%	-3.0%	-8%
CCN1CCc2c(sc(NC(=O)c3ccc(S(=O)(=O)N4CCCC(C)C4)cc3)c2C(=O)OC)C1 (stereo unspecified)	?	-3%	?	-13%[10.9 µM]
COc1ccc(N2CCN(CCCNC(=O)C3(S(=O)(=O)c4ccc(Cl)cc4)CC3)CC2)cc1	-9%	1%	0.4%	-16%
Cc1nn(Cc2ccccc2)c(C)c1C(=O)Nc1ccc(N2CCOCC2)cc1	0%	-4%	1.2%	-14%
COc1cc(NC(=O)c2cc(Cl)c(OC)c(Cl)c2)ccc1NC(=O)c1cc2ccccc2o1	9%	8%	5.1%	4%[10.9 µM]
O=c1cc(CSc2nnnn2-c2ccccc2)nc2scc(-c3ccccc3)n12	-4%	2%	?	-10%
Cc1noc(C)c1C(=O)N1CCC2(CCN(C(=O)NC(C)C)CC2)CC1	6%	0%	0.0%[11.4 µM]	.
COc1ccc(-c2nc(SCC(=O)NCC3CCCO3)c(-c3ccc(Cl)cc3)[nH]2)cc1 (stereo unspecified)	-17%	4%	?	16%[10.9 µM]
O/N=C1\CCCc2nnc3c(c21)CCCC3	6%	10%	-0.8%	-8%
COc1ccc(COC(=O)N/N=C2/C[C@@H](O)[C@@H](O)[C@@H]3[C@@H]4C(=O)N([C@@H](C)c5ccccc5)C(=O)[C@H]4CC[C@@H]23)cc1	3%[9.22 µM]	6%[9.22 µM]	.	.
c1cnc(NC2C3CC4CC(C3)CC2C4)nc1 (stereo unspecified)	-4%	6%	-0.3%	-6%
COc1ccc(-c2noc(CCC(=O)NCc3cc(Br)ccc3OC)n2)cc1	-6%	-8%	1.3%	-18%
Cc1ccc(NC(=O)Cn2c(=O)c(C(F)(F)F)nc3ccccc32)c(C)c1	-20%	8%	-1.3%	8%[10.9 µM]
CCN(CC)CCOC(=O)c1ccc(NC(=O)Cn2ncc3c2-c2cc(C)ccc2OC3)cc1	-14%	1%	0.3%	3%[10.9 µM]
Cc1cc(C)c(S(=O)(=O)NCc2cn3c(C)csc3n2)cc1C	0%	6%	-0.7%	0%
Cc1ccccc1Cn1ccc(NC(=O)c2cc3nc(-c4ccco4)cc(C(F)(F)F)n3n2)n1	-17%	-4%	0.8%	0%
CC(C)CC(c1nnnn1C1CCCCC1)N1CCN(c2ncccn2)CC1 (stereo unspecified)	-3%	-2%	0.8%	-3%

An excerpt of these results, with each value named.
Cc1ccc(-c2nnn(Cc3nc(N)nc(N4CCOCC4)n3)n2)cc1
  p53ts 39C kill = 5%
  p53ts 32C kill = -6%
  IkB sig inh = -1.9%
  Peg3 imprint = -16%
COc1cc(OC)c(-c2nn3c(-c4cccnc4)nnc3s2)cc1OC
  p53ts 39C kill = 12%
  p53ts 32C kill = -3%
  IkB sig inh = -3.0%
  Peg3 imprint = -8%
CCN1CCc2c(sc(NC(=O)c3ccc(S(=O)(=O)N4CCCC(C)C4)cc3)c2C(=O)OC)C1 (stereo unspecified)
  p53ts 39C kill = ?
  p53ts 32C kill = -3%
  IkB sig inh = ?
  Peg3 imprint = -13%[10.9 µM]

Other entries follow:
mol	p53ts 39C kill	p53ts 32C kill	IkB sig inh	Peg3 imprint
CN(C)c1ccc(CNC(=O)c2cccn2-c2nnc(N3CCCCC3)s2)cc1	-13%	-5%	1.5%	8%[10.9 µM]
Cc1ccc(/C=C/c2onc(C)c2S(=O)(=O)N2CCC(C(=O)Nc3cccc(C#N)c3)CC2)cc1	-9%	7%	-1.1%	14%[10.9 µM]
CC[C@H]1OC(=O)[C@H](C)[C@@H](O[C@H]2C[C@@](C)(OC)[C@@H](O)[C@H](C)O2)C(C)[C@@H](O[C@@H]2O[C@H](C)C[C@H](N(C)C)[C@@H]2O)[C@](C)(OC)C[C@@H](C)C(=O)[C@H](C)[C@@H](O)[C@]1(C)O (stereo partly specified)	-6%	6%	.	-18%
O=C(Cn1c(C(F)(F)F)nc2ccccc21)NCCN1CCCC1	6%	-8%	3.3%	-19%
Cc1cc(NC(=O)CSc2nc3c([nH]c4ccccc43)c(=O)n2-c2cccc(C(F)(F)F)c2)no1	-1%	-8%	2.6%	-11%
COc1ccc(NC(=O)CCc2c(C)nn(-c3ccc(N4CCCCC4)nn3)c2C)cc1Cl	10µM*	16µM*	3.1%	-29%[10.9 µM]
Cc1cccc(OCC(=O)Nc2cccc(O)c2)c1	-25%	-29%	5.5%	-13%
CCc1ccc(-n2c(=O)c3cccnc3n2CC(=O)Nc2ccccc2C(F)(F)F)cc1	-20%	-13%	-2.1%	-7%[10.9 µM]
COCCN1Cc2cccc(C(=O)Nc3cc(OC)ccc3OC)c2C1=O	-4%	7%	0.0%	13%
CCOc1ccc(NC(=O)C(=O)NCCc2ccccc2)cc1	12%	-1%	-5.5%	-2%[10.9 µM]
CC(=O)Nc1nonc1-c1nc2ccccc2n1Cc1ccccc1Br	-25%	?	0.5%	-12%[10.9 µM]
CCOC(=O)C1=C(N)OC2=C(C(=O)CCC2)C1c1ccccc1OCC (stereo unspecified)	12%	18%	-0.9%	6%
COc1ccccc1NC(=O)COc1ccc(-c2nn(C)c(=O)c3ccccc23)cc1	-17%	-9%	?	-23%[10.9 µM]
Cc1cc(C)nc(-n2nc(C)c3c2NC(=O)CC3c2cc(F)ccc2F)n1 (stereo unspecified)	24%	16%	-0.3%	3%[10.9 µM]
CC(=O)Nc1ccc(S(=O)(=O)Nc2ccc(NC(=O)c3ccco3)cc2)cc1	6%	1%	-0.6%	-5%
CC(CC(=O)NCc1ccccc1)C1CCCO1 (stereo unspecified)	-5%	-6%	0.2%	-12%
CCOC(=O)C1=C(CN2CCN(c3ccc(Cl)cc3)CC2)NC(=O)NC1c1ccc(OC)cc1 (stereo unspecified)	2%	-13%	?	8%[10.9 µM]
CCC1(c2ccccc2)NC(=O)N(CC(=O)Nc2ccc3c(c2)OCO3)C1=O (stereo unspecified)	-8%	11%	0.5%	0%
CCS(=O)(=O)c1ncc(N(Cc2ccccc2)Cc2ccco2)c(C(=O)Nc2ccc(C)c(C)c2)n1	-14%	20%	-1.0%	-20%[10.9 µM]
CC(C)CCNC(=O)CN1C(=O)c2cccnc2Oc2ccccc21	-1%	9%	0.3%	-8%[10.9 µM]

Whole records, quoted from the list:
CCOC(=O)C1=C(CN2CCN(c3ccc(Cl)cc3)CC2)NC(=O)NC1c1ccc(OC)cc1 (stereo unspecified) across the screens: p53ts 39C kill = 2%; p53ts 32C kill = -13%; IkB sig inh = ?; Peg3 imprint = 8%[10.9 µM]
Cc1cc(C)nc(-n2nc(C)c3c2NC(=O)CC3c2cc(F)ccc2F)n1 (stereo unspecified) across the screens: p53ts 39C kill = 24%; p53ts 32C kill = 16%; IkB sig inh = -0.3%; Peg3 imprint = 3%[10.9 µM]

Next part.
mol	p53ts 39C kill	p53ts 32C kill	IkB sig inh	Peg3 imprint
CCOc1ccc(CCNC(=O)CN2C(=O)C(CC)Oc3ccccc32)cc1OCC (stereo unspecified)	?	-4%	-0.2%	-9%[10.9 µM]
COc1ccc(-c2c(C)nn3c(N4CCN(Cc5ccccc5)CC4)cc(C)nc23)cc1OC	42%[activator]	19%	-4.6%	-9%
COc1ccc(S(=O)(=O)N[C@H](C(=O)N2CC[C@@]3(O)CCCC[C@H]3C2)c2ccccc2)cc1	-1%	21%	1.2%	1%
CCC(=O)OC1C2CC3=C4CC(=O)OC(c5ccoc5)[C@]4(C)CCC3[C@@](C)(C2=O)C(CC(=O)OC)C1(C)C (stereo partly specified)	-5%	-11%	.	-8%
Cc1ccccc1CSc1nc2nc(C)c(Cc3ccccc3)c(C)n2n1	-17%	18%	?	-11%[10.9 µM]
Cc1ccc(C2(CC(=O)O)CCOC(C)(C)C2)cc1 (stereo unspecified)	-7%	10%	.	.
CCOc1cc(C(=O)Nc2ccc(S(=O)(=O)Nc3cc(OC)nc(OC)n3)cc2)cc(OCC)c1OCC	-9%	4%	?	-8%[10.9 µM]
Fc1ccc(NCc2nnc(SCc3nnc(-c4ccccc4)o3)n2Cc2ccccc2)cc1	-10%	7%	?	-17%
CCSc1nc(N)c(C#N)c(-c2ccco2)c1C#N	-7%	-1%	.	.
COc1ccc(N2CCN(C(=O)CSc3nnc(CNc4ccccc4)o3)CC2)cc1	-1%	-9%	2.3%	-19%
COc1cc(Cl)c(C)cc1NC(=O)CCc1nc2cccnc2n1-c1ccccc1	-8%	-5%	?	-10%[10.9 µM]
CC1=C(c2ccc(C)c(C)c2)S(=O)(=O)N(Cc2ccc(C(=O)NCc3cccc(C)c3)cc2)C1=O	-15%	10%	-1.7%	-12%[10.9 µM]
CC(C)(C)C(=O)Nc1nnc(Cc2ccccc2)s1	1%	2%	.	.
CCOC(=O)c1cccc(NC(=O)c2cc3c(Cl)nc4ccc(C)cc4c3s2)c1	-1%	1%	0.5%	-7%[10.9 µM]
CC(C)CCNC(=O)c1ccc2c(c1)N(Cc1ccccc1F)C(=O)c1ccccc1S2=O (stereo unspecified)	-2%	26%	?	-8%[10.9 µM]
Cc1nc(NC2=NCN(Cc3ccc4c(c3)OCO4)CN2)nc2ccccc12	2%	2%	-1.2%	-25%
CCC(C)n1c(=O)c2sccc2n2c(CCCC(=O)Nc3ccc(F)cc3)nnc12 (stereo unspecified)	15%	8%	-0.1%	-5%[10.9 µM]
CCCCC/C=C\C/C=C\CCCCCCCC(=O)O	11%	9%[1.84 µM]	8.9%	3%
Cc1cccc(N2CCN(C(=O)c3ccc(CS(=O)c4cccc(Cl)c4)o3)CC2)c1C (stereo unspecified)	?	-12%	?	-31%[inhibitor][10.9 µM]
CCN(c1ccccc1)S(=O)(=O)c1ccc(NC(=O)c2cc(=O)c3cc(C)ccc3o2)cc1	-2%	-4%	-1.2%	7%[10.9 µM]

Molecules listed so far that have a cyano group, in the order listed:
mol	p53ts 39C kill	p53ts 32C kill	IkB sig inh	Peg3 imprint
Cc1ccc(/C=C/c2onc(C)c2S(=O)(=O)N2CCC(C(=O)Nc3cccc(C#N)c3)CC2)cc1	-9%	7%	-1.1%	14%[10.9 µM]
CCSc1nc(N)c(C#N)c(-c2ccco2)c1C#N	-7%	-1%	.	.
